RAD54 inh: inhibitors of human RAD54 branch migration, primary screen, biochemical, fluorescence, single point; AID 602329, 2012; inhibition, % at 10.4 µM; hit rate 0.14% among 360,000; DNA repair and recombination protein RAD54-like (Homo sapiens), Q92698; RAD54 Holliday junction branch migration, FAM/BHQ fluorescence;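 active = mean normalized replicate activity at least 40 and at least half of replicates scoring 40 or more; inconclusive = only one of the two criteria met; inactive = mean below 40 and under half of replicates reaching 40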;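 note: 0% = median of neutral control wells and 100% = median of positive control wells; inhibitors cause a drop in the FAM fluorescence signal; in these data hits start at about 50%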
Target sequence (Q92698 whole entry, looked up): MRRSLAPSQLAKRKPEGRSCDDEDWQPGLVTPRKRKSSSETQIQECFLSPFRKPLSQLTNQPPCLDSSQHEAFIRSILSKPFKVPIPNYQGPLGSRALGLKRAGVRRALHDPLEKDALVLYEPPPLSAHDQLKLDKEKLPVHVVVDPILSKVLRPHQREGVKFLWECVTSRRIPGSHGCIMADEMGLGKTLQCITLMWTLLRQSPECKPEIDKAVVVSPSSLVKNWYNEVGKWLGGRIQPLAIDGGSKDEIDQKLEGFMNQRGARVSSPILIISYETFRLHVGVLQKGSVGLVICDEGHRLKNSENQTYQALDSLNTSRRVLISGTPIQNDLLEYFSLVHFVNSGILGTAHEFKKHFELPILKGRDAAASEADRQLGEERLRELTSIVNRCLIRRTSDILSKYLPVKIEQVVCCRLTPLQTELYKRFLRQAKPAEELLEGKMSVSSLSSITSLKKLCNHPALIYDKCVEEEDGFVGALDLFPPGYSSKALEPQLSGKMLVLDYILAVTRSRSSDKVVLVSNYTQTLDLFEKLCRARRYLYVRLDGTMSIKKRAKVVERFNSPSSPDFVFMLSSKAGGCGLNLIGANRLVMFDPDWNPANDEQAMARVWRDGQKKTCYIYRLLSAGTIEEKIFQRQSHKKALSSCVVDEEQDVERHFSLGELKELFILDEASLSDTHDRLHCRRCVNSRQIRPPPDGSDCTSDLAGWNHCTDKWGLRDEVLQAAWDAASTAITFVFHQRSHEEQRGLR
esBAF inh: Bmi1 luciferase reporter increase in mESCs, primary screen, esBAF inhibitor project, mouse ES cells, Bmi1 luciferase knock-in, single point. 24 h; 100% = twice the neutral-well signal. reporter increase, % at 12.5 µM. hit rate 2% among 350,000; in the data active = activation above about 40%; inconclusive = no clear call, values can overlap the other calls;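 note: 0% = median of the plate's neutral control wells and 100% = double that signal; a rise in the Bmi1 reporter signal indicates esBAF inhibition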
* = called active by the depositor; ? = inconclusive. A portion of the library; count on the stated rates, not on these rows.

mol	esBAF inh	RAD54 inh
O=C(O)c1cccc(N2CCCC2=O)c1	-7.9	5.4
CC(=O)Nc1ccc(S(=O)(=O)N(c2cccnc2)S(=O)(=O)c2ccc(NC(C)=O)cc2)cc1	-2.4	-2.1
CC1CN(C(=O)CN2C(=O)c3ccccc3C2=O)CC(C)O1 (centres undefined)	-3.8	-1.6
O=C1c2ccccc2C(=O)N1c1ncccn1	-6.3	0.1
Oc1ccc(-c2onc(C(F)(F)F)c2-c2cscn2)c(O)c1	1.2	3.7
CCOC(=O)c1c(C)[nH]c(C(=O)CSc2ccccc2)c1C	-20.4	3.9
O=C(NCc1cccnc1)c1cnc2n(c1=O)CCS2	-0.4	2.2
Oc1cc(Cc2ccccc2)cnc1CN1CCOCC1	11.6	-17.9
CCCn1c(SCC(=O)c2ccc(CC)cc2)n[nH]c1=O	7.8	0.8
O=C(Nc1ccc(OC(F)(F)F)cc1)C1CCCN(S(=O)(=O)c2cccnc2)C1 (centres undefined)	13.6	4.2
Cc1cc2c(cc(C(=O)NCc3cccnc3)n2Cc2ccc(Cl)cc2)o1	3.1	-6.1
CCOCCCNC(=O)CN(Cc1ccc(Cl)cc1)S(C)(=O)=O	-1.9	-12.2
CCOC(=O)c1ccc(NC(=O)NS(=O)(=O)c2ccc(C)cc2)cc1	4.2	-3.3
O=C(NCC1COCCO1)C1CCN(S(=O)(=O)c2ccccc2)CC1 (centres undefined)	-3.8	-6.5
COc1cccc(-c2nn(-c3ccccc3)cc2C(=O)NCC(=O)O)c1	-6.1	-0.4
CS(=O)(=O)N1CCC(C(=O)Nc2cc(C(F)(F)F)ccc2Cl)CC1	-2.4	10.3
CCOC(=O)c1c(C)[nH]c(C(=O)Cn2c(=O)oc3ccccc32)c1C	19.6	-0.2
Cc1cccc(NC(=O)CCc2ccc(S(=O)(=O)NC3CCCCC3)cc2)c1	0.2	-4.4
COc1cc(C)nc(NS(=O)(=O)c2ccc(C)cc2)n1	7.7	3.7
COc1nc(OC/C(N)=N/O)nc(N2CCOCC2)n1	-0.9	-8.1
NC(=O)C[C@@H]1NC(=O)[C@H](CCC(=O)O)NC(=O)c2cc([N+](=O)[O-])cc(I)c2OCC[C@@H](C(N)=O)NC1=O	-7.0	10.1
COc1ccc(CCNc2c(N)n(Cc3ccccc3)c(=O)[nH]c2=O)cc1OC	0.5	1.9
O=C(COc1ccc(Cl)cc1Cl)NC1CCSC1=O (centres undefined)	14.0	1.5
CCOC(=O)C1=C(C)N(CCCC(=O)O)C(=O)NC1c1ccccc1OS(=O)(=O)c1ccc(C)cc1 (centres undefined)	0.1	-9.0
CN1CCN(C(=O)c2cccc(S(=O)(=O)N3CCCCC3)c2)CC1	3.1	-8.6
CCOC(=O)C1CCCN(Cc2cccc(Cl)c2)C1 (centres undefined)	1.4	-9.2
O=C(CC(c1ccccc1)c1cc(Br)ccc1O)NCc1ccco1 (centres undefined)	-8.2	-26.2
Cc1c(Cc2ccccc2)sc(NC(=O)c2ccco2)c1C(N)=O	-9.9	-2.3
O=C1CCCC(O)=C1C(C#Cc1ccccc1)C1=C(O)CCCC1=O	8.1	14.5
CCOC(=O)CSc1nnc(CNC(=O)Cc2ccccc2)n1C	-5.8	-0.2
CC(=O)c1c(C)nc(-c2ccc(Cl)cc2Cl)n1O	-9.0	-0.8
O=C(c1ccc(Cl)cc1)N1CCC(O)(CSc2ccccc2)CC1	-7.4	-0.7
C/C(=C1/SC(=S)N(CCC(=O)O)C1=O)c1ccc(O)cc1	-11.2	3.0
CCCCOC1(c2ccccc2)OC(=O)c2ccccc21 (centres undefined)	5.3	4.2
Cc1nc2nc(Cc3ccccc3)[nH]n2c(=O)c1Cl	11.6	0.0
CCC(=O)N(Cc1cc(=O)[nH]c2ccccc12)c1cccc(C)c1	2.6	-4.0
CCCSc1nc2c(cnn2-c2ccc(Cl)cc2)c(=O)[nH]1	-5.3	6.2
Clc1ccc(Nc2nc(-c3ccncc3)cs2)cc1	29.5	-9.9
CCn1c(=N)n(CC(=O)C23CC4CC(CC(C4)C2)C3)c2ccccc21	2.0	1.6
COC(=O)c1[nH]c2cccc(OC)c2c1NC(=O)CN1CCN(c2cccc(OC)c2)C(C)C1 (centres undefined)	-4.2	-5.3
O=C(CSc1nnc(NC(=O)CN2CCOCC2)s1)Nc1ccccc1	-8.2	-5.5
CC(=O)/C(=C/N(C)C)Sc1ccc(C)cc1	-11.1	0.4
Clc1ncc(CN2CCN(Cc3ccccc3)CC2)s1	-0.5	-2.3
CCCCNC(=O)OCCNC(=O)Oc1cccc(C)c1	-1.6	2.6
CCN(CCO)c1cc(Cl)nc(SC)n1	-9.1	-7.5
CCCCn1nnnc1SCC(=O)N1CCN(C(=O)c2ccco2)CC1	-6.1	-0.3
CC(=O)Nc1ccc(N2C(=O)CC(N3CCN(Cc4ccc5c(c4)OCO5)CC3)C2=O)cc1 (centres undefined)	0.4	1.0
CC1=C(C#N)C2C(/C1=N/O)C2(C)C (centres undefined)	-5.7	-11.8
O=c1c2ccccc2c(C=Nc2cccc(O)c2)c(O)n1-c1ccc2c(c1)OCO2	2.7	-3.2
O=C(CSc1n[nH]c(-c2ccc(Cl)cc2Cl)n1)Nc1ccccn1	-8.7	-1.8
COCCCNC(=O)CNC(=S)N(Cc1ccc(F)cc1)C1CCCCC1	-11.1	-13.5
COc1nc(Nc2ccc(-c3nc4ccccc4o3)cc2)nc(N2CCOCC2)n1	-4.3	-0.3
CC1CCCCN1C(=O)c1cnn2c(C(F)(F)F)cc(-c3ccco3)nc12 (centres undefined)	-8.3	-1.4
Cc1cc(C)c[n+](CC(=O)c2cc3ccccc3oc2=O)c1	1.3	-8.5
CC(C)(C)C1=CC(=O)C(=O)C(C(C)(C)C)=C1	7.1	0.2
Cc1[nH]nc2c1C(c1cccc(OC(=O)N3CCOCC3)c1)C(C#N)=C(N)O2 (centres undefined)	3.0	0.0
CN1CCN(c2nc(-c3cccs3)cc(C(F)(F)F)n2)CC1	4.0	5.5
CCC(C)NC(=O)C1c2ccccc2C(=O)N(c2ccc(OC)cc2)C1c1ccc(OC)cc1 (centres undefined)	-2.2	-0.1
Cc1ccc2c(c1)-c1c(ssc1=S)C(C)(C)N2C(=O)CN1C(=O)c2ccccc2C1=O	0.5	-18.9
CC1(C)Cc2c(sc3ncn4nc(-c5ccco5)nc4c23)CO1	-9.0	-3.3

Continued.
mol	esBAF inh	RAD54 inh
COc1ccc2c(c1)c(N=O)c(O)n2C	-2.8	6.7
O=C(c1cccc(N2CCCC2=O)c1)N1CCN(c2cccc(Cl)c2)CC1	-4.0	14.2
CCCCn1c(-c2nn(C)c(C)c2Cl)n[nH]c1=S	-7.0	5.2
CNC(=O)c1sc(SC)cc1-c1ccc(Cl)cc1	-2.8	-5.5
OCCN1CCN(c2nc(-c3ccccc3)nc3c2oc2ccccc23)CC1	-4.6	35.2
Cc1ccc(C)c(-c2nnc(NC(=O)Cc3ccc(F)cc3)o2)c1	-11.9	-10.2
CCCCCn1cnc2c(sc3nc4c(cc32)CSC(C)(C)C4)c1=O	38.9	12.1
COc1cccc(CNC(=O)C2CCN(S(=O)(=O)c3ccc(F)cc3)CC2)c1	-10.9	6.7
COC(=O)C1=C(C)Nc2nnnn2C1c1ccc(Cl)cc1Cl (centres undefined)	-2.3	4.9
CN(C(=O)CSc1nnc(Cc2cccc3ccccc23)n1N)C1CCS(=O)(=O)C1 (centres undefined)	-5.2	-1.1
CCOC(=O)/C=C1\SCC(=O)N1Cc1nnc(-c2ccccc2Br)o1	-2.2	-5.5
CC(C)(C)SCCNC(=O)CSc1ccccc1	?	2.8
CC(C)Cc1nc2n[nH]c(N)c2c2c1CCCC2	-10.5	9.5
COc1ccc(CNC(=O)c2cnn3c(C(F)F)cc(C)nc23)cc1	-7.7	-6.3
COc1ccc(CN2C(=O)NC3(CCCCC3)C2=O)cc1F	-6.8	-5.9
COc1ccc(N2CCN(C(c3cc(OC)ccc3OC)c3nnnn3Cc3ccco3)CC2)cc1 (centres undefined)	-2.0	-6.1
CCOC(=O)C1=C(C)NC(=O)NC1	-5.0	2.3
Cc1nc2ccc(S(=O)(=O)NCC(=O)N3CCC(N4CCCCC4)CC3)cc2s1	-2.2	-4.0
O=C(Nc1ccc(S(=O)(=O)N2CCCCC2)cc1)c1ccc(CN2CCc3ccccc3C2)cc1	-36.4	-1.1
CCOc1ccc2c(c1)N(C(=O)CN1C(=O)CCC1=O)C(C)(C)C=C2C	-2.9	-16.3
C/C(=N\N=C(c1ccccc1)c1ccccc1)c1cccs1	17.7	10.0
O=C1CSC(=Nc2ccccc2)N1	-4.9	7.2
CCCN1CCc2c(sc3nc(SCC)n(-c4ccc(OC)cc4)c(=O)c23)C1	-3.9	14.5
O=C(CSc1nc2ccc(NC(=O)CSc3nnnn3Cc3ccccc3)cc2s1)Nc1ccccc1	12.5	0.5
COC(=O)CC1=NC(=O)CS1	2.8	-13.7
COc1ccc(-c2cc(-c3ccc(OC)cc3)nc(-c3ccc4c(c3)NC(=O)CO4)c2)cc1	-0.6	3.5
Cc1ccc2nc(Nc3ccc4[nH]c(=O)[nH]c4c3)c(-n3nc(C)cc3C)nc2c1	30.4	-0.7
CC(=O)c1cc2c(cc1NC(=O)CN1CCC(Cc3ccccc3)CC1)OCO2	-1.9	-7.2
Cc1cc(SCC(=O)c2ccccc2)nc(C)n1	27.1	0.0
COCCN(C(=O)CCCC(=O)Nc1ccccn1)C(C(=O)NC1CCCC1)c1ccc(C)cc1 (centres undefined)	0.7	-14.4
CS(=O)(=O)N(CC(=O)Nc1ccc2c(c1)OCO2)Cc1ccc(Cl)cc1	-7.3	-7.8
O=C(Cc1ccc(S(=O)(=O)N2CCOCC2)s1)Nc1nc2c(s1)CCCC2	-50.3	-30.3
Cc1onc(-c2ccccc2)c1C(=O)N1CCOCC1	-9.6	-1.0
O=C(NCc1ccccc1)C1CCN(S(=O)(=O)N2CCCCCC2)CC1	-5.7	-0.7
CC(=O)C1=C(O)C(=O)N(CCC(=O)O)C1c1ccccc1Cl (centres undefined)	4.2	-2.5
CC(C)(C)n1nc2c(c1NC(=O)COc1ccc(Cl)cc1)CSC2	3.0	9.0
CC(C)c1ccc(C(=O)CSc2n[nH]c(-c3ccncc3)n2)cc1	0.7	2.1

Some of the entries so far, with values under each structure.
Below each compound – esBAF inh | RAD54 inh
- CS(=O)(=O)N(CC(=O)Nc1ccc2c(c1)OCO2)Cc1ccc(Cl)cc1
→ -7.3 | -7.8
- O=C(Cc1ccc(S(=O)(=O)N2CCOCC2)s1)Nc1nc2c(s1)CCCC2
→ -50.3 | -30.3
- Cc1onc(-c2ccccc2)c1C(=O)N1CCOCC1
→ -9.6 | -1.0
- O=C(NCc1ccccc1)C1CCN(S(=O)(=O)N2CCCCCC2)CC1
→ -5.7 | -0.7
- CC(=O)C1=C(O)C(=O)N(CCC(=O)O)C1c1ccccc1Cl (centres undefined)
→ 4.2 | -2.5

Part of the list above, with two lines to a compound:
Each structure is followed by: esBAF inh, RAD54 inh
- CC(=O)c1cc2c(cc1NC(=O)CN1CCC(Cc3ccccc3)CC1)OCO2
→ -1.9, -7.2
- COC(=O)CC1=NC(=O)CS1
→ 2.8, -13.7
- O=C(Cc1ccc(S(=O)(=O)N2CCOCC2)s1)Nc1nc2c(s1)CCCC2
→ -50.3, -30.3
- COc1ccc(-c2cc(-c3ccc(OC)cc3)nc(-c3ccc4c(c3)NC(=O)CO4)c2)cc1
→ -0.6, 3.5
